Screening data (PubChem)
Tau fluor counter – counter-screen for tau fibril formation inhibitors; 280,000 tested, 0.93% active; Potency, µM (doses to about 57.7 µM), without a hit: at the top dose activity change, negative = decrease; tau K18 P301L Alexa594 fluorescence, heparin fibrillization; AID 1463; further: potency means the concentration at half of the fitted maximal effect; on the % scale 0 is the no-effect control and ±100 the full control effect; nearly all actives have a fitted effect of over 55% in size
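Human tau K18 P301L (15 uM unlabeled, 0.24 uM Alexa 594-labeled) in 100 mM sodium acetate pH 7 with 20 uM heparin, 6 hr at 37 C. ThT 30 uM added, 1 hr ambient; Alexa 594 FP and total fluorescence read at 555/632 nm.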
TexasRed fluor – alters Texas Red total fluorescence, flagging assay interference | TRb/SRC2 Texas Red total fluorescence interference | 280,000 tested, 0.29% active | AID 1479 | Potency, µM (doses to about 106 µM), for inactives: at the highest dose fluorescence change, negative = quenching; active means well fitted curve in either direction with a large enough effect; inconclusive means small, poorly fitted or top-dose-only effect; further: potency means the concentration at half of the fitted maximal effect; on the % scale 0 is the no-effect control and ±100 the full control effect
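Human TRβ ligand-binding domain (0.6 uM) and Texas Red SRC2 peptide (20 nM) in Tris buffer with 1 uM T3 and 5% DMSO were incubated with pinned compound for 5 hr at ambient temperature. Total fluorescence was computed as S + 2P (555/632 nm).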
TRb SRC2 PPI – TRbeta-SRC2 interaction inhibition. P10828. Potency, µM (highest dose often 106 µM), inactives show at the highest dose activity change, negative = inhibition, hits mostly inhibitors. 280,000 tested, 0.065% active. TRbeta-SRC2 peptide binding, fluorescence polarization; receptor liganded with 1 µM T3;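 further: potency means the concentration at half of the fitted maximal effect; plate controls were bound peptide for no effect and peptide without receptor for full effect; nearly all actives have a fitted effect of over 50% in size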
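Compounds were added to 0.6 uM TRb ligand-binding domain and 20 nM Texas Red-labeled SRC2 peptide in Tris buffer containing 1 uM T3, incubated 5 hr at ambient temperature, then read by fluorescence polarization.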
Epigenetic reg – epigenetic control regulation, reporter derepression | 280,000 tested, 0.2% active | Potency, µM (titrated, usually from 53.9 µM), for the others: at the top dose GFP activation, usual class: activators | murine LDR cells, GFP reporter derepression, 30 h | AID 1865; further: potency means the concentration at half of the fitted maximal effect; % of control where 0% means no effect; nearly all actives have a fitted effect of over 60% in size
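In this reporter-derepression format, murine cells bearing a silenced integrated CMV-GFP locus incubate with test compound (30 h, 37 C), then are washed and imaged; fluorescent objects of 20–120 um count as induced cells.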
NPSR antagonist – blocks cAMP signaling of the human neuropeptide S receptor. Q6W5P4. CHO-NPSR cells, cAMP TR-FRET, antagonist mode. Potency, µM (series often up to 38.3 µM), for inactives: at the top dose activity change, negative = inhibition, usual class: inhibitors. 220,000 tested, 1% active; further: potency means the concentration at half of the fitted maximal effect; on the % scale 0 is the no-effect control and ±100 the full control effect; nearly all actives have a fitted effect of over 50% in size; many of its hits are not listed in these tables
CBFb-RUNX1 inh – blocks binding between human CBF-beta and RUNX1. AID 1477. AlphaScreen CBFb-His/RUNX1-biotin binding, biochemical. Potency, µM (series often up to 59.8 µM), inactives show at the top dose activity, negative = inhibition, hits mostly inhibitors. Q01196+Q13951. 230,000 tested, under 10 active; further: % of control where 0% means no effect
Target sequence (Q01196 whole entry, looked up): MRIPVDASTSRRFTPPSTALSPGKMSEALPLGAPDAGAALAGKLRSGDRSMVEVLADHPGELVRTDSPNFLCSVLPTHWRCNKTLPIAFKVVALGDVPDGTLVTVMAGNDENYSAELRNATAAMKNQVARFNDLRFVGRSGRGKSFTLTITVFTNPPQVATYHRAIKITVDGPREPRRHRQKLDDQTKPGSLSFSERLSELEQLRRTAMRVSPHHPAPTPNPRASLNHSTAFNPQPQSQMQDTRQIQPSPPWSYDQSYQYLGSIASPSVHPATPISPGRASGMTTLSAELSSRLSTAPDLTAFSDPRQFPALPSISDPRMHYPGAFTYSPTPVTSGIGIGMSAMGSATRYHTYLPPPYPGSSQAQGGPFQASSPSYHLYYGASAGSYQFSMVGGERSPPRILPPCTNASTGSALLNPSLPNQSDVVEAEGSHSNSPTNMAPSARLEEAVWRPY
Target sequence (Q13951 whole entry, looked up): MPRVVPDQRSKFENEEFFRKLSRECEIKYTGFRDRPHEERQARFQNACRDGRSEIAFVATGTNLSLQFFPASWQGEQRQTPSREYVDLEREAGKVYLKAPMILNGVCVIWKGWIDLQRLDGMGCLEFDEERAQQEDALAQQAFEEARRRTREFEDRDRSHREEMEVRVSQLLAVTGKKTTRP
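Interaction loss through any mechanism counts as activity. Pre-formed complex of His-CBF-beta and biotin-RUNX1 (30 nM apiece) is incubated with compound 15 min, then with 50 ng nickel and 50 ng streptavidin beads for 90 min before AlphaScreen detection.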
GLA spleen mod – inhibits or activates alpha-galactosidase in human spleen homogenate; P06280; human spleen homogenate, 4MU-alpha-Gal fluorescence, 40 min; Potency, µM (series often up to 80 µM), for inactives: top-dose activity change, negative = inhibition, most hits filed as inhibitors; 240,000 tested, 0.008% active;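 further: potency means the concentration at half of the fitted maximal effect; 0% = enzyme with vehicle and -100% = no enzyme basal signal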
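qHTS titration in buffer at pH 5.0. Alpha-galactosidase activity in spleen homogenate was measured via 4-methylumbelliferone release from 1 mM fluorogenic substrate after 40 min at 37C and a pH 10 stop. AC50 came from Hill fits of control-normalized data.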
Tau fibril FP – tau fibrillization inhibition (FP); P10636; 280,000 tested, 0.39% active; Potency, µM (doses to about 57.7 µM), for inactives: at the highest dose activity, negative = inhibition, most hits filed as inhibitors; K18 P301L tau heparin fibrillization, Alexa594 FP, 6 h; AID 1468; further: potency means the concentration at half of the fitted maximal effect; on the % scale 0 is the no-effect control and ±100 the full control effect; nearly all actives have a fitted effect of over 55% in size
Target sequence (P10636 561-689 P618L limits assumed): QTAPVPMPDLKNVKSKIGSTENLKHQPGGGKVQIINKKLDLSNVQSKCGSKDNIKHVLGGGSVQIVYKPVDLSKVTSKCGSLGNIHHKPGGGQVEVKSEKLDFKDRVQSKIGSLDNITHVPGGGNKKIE
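K18 P301L tau (15 uM unlabeled/0.24 uM Alexa 594-labeled, final) + compound + heparin 20 uM final; 100 mM NaOAc pH 7; 6 hr 37 C; ThT 30 uM final added, 1 hr RT; FP ex 555/em 632 nm.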
* marks the source's active call; other numbers are inactive results; ? = inconclusive; . = no result given; [ ] = remark or other dose. Unless noted, the call rests on the fitted dose curve; in most records, active means well fitted curve in the direction sought with a large enough effect; inconclusive means small, poorly fitted or top-dose-only effect, or another doubt; inactive means no such curve, though single readings can be large; an effect the other way counts as inactive or inconclusive. The list is partial (hit frequency here may not be typical).

The first 4 records as a preview:
Results follow in this order: TexasRed fluor	Epigenetic reg	NPSR antagonist	Tau fibril FP	Tau fluor counter	CBFb-RUNX1 inh	TRb SRC2 PPI	GLA spleen mod
[1] COC(=O)c1sc2cc([N+](=O)[O-])cc(SCC(C)C)c2c1N
 : -2%	?	-20%	5%	?	-4%	-8%	8%
[2] Cc1c(C(=O)O)sc2nc3n(c(=O)c12)CCC(C)CC3 (stereo not given)
 : 0%	-1.0%	-3%[46.1 µM]	2%	6%	1%	-9%	-1%
[3] Cc1c(C(=O)C(=O)N2c3ccccc3CC2C)c2ccccc2n1C (stereo not given)
 : -2%	0.0%	-18%	1%	-12%	-4%	-1%	-9%
[4] S=C1NC(c2ccccc2)=CC(c2ccccc2)N1 (stereo not given)
 : -1%	-3.0%	-20%	2%	0%	-12%	5%	0%

The listing (from the top)
Results follow in this order: TexasRed fluor	Epigenetic reg	NPSR antagonist	Tau fibril FP	Tau fluor counter	CBFb-RUNX1 inh	TRb SRC2 PPI	GLA spleen mod
[1] COC(=O)c1sc2cc([N+](=O)[O-])cc(SCC(C)C)c2c1N
 : -2%	?	-20%	5%	?	-4%	-8%	8%
[2] Cc1c(C(=O)O)sc2nc3n(c(=O)c12)CCC(C)CC3 (stereo not given)
 : 0%	-1.0%	-3%[46.1 µM]	2%	6%	1%	-9%	-1%
[3] Cc1c(C(=O)C(=O)N2c3ccccc3CC2C)c2ccccc2n1C (stereo not given)
 : -2%	0.0%	-18%	1%	-12%	-4%	-1%	-9%
[4] S=C1NC(c2ccccc2)=CC(c2ccccc2)N1 (stereo not given)
 : -1%	-3.0%	-20%	2%	0%	-12%	5%	0%
[5] Cc1ccc(-c2nn(Cc3ccccc3)cc2/C=C/C(=O)O)cc1C
 : -7%	-1.8%	-11%[46.1 µM]	7%	-5%	-5%	-8%	2%
[6] COc1ccc(C(C)=O)cc1CN1C(=O)NC2(CCCCCC2)C1=O
 : 2%	1.9%	-16%[46.1 µM]	1%	-3%	0%	3%	12%
[7] CN(N)c1nc(-c2ccccc2)nnc1C(F)(F)F
 : -1%	0.0%	5%[46.1 µM]	3%	0%	0%	-4%	-2%
[8] COc1ccc(C2C(C(=O)Nc3cc(OC)c(OC)c(OC)c3)c3ccccc3C(=O)N2C)cc1OC (stereo not given)
 : -1%	0.0%	-1%	8%	0%	10%	1%	-9%
[9] Cc1cccc(N2C(=O)C3CC3C2=O)c1 (stereo not given)
 : -1%	-0.7%	4%	-10%	-3%	-17%	6%	-6%
[10] CCN1C(C(=O)c2ccccc2)=C(OC(=O)COc2ccc(OC)cc2)c2ccccc2S1(=O)=O
 : 6%	-1.9%	.	10%	-2%	.	-3%	.
[11] Cc1ccc(C)c(N2N=C(C(=O)O)CCC2=O)c1
 : 2%	-1.0%	5%	-2%	-6%	4%	-7%	-3%
[12] COc1ccccc1CCNC(=O)Cc1cccs1
 : 1%	1.0%	10%	.	.	-1%	4%	-2%
[13] COC(=O)c1ccc(NC(=O)CSc2nnc(C)n2-c2ccccc2)cc1
 : 2%	-2.2%	-12%[46.1 µM]	3%	-4%	8%	-13%	5%
[14] N#CCC(=O)Nc1ccc(C(=O)OCC(=O)N(Cc2ccccc2)C2CCS(=O)(=O)C2)cc1 (stereo not given)
 : 2%	-1.6%	9%	-9%	-22%	-11%	6%	2%
[15] CC(=O)Nc1cccc(C(=O)OC(C(=O)c2ccc(C)c(C)c2)c2ccccc2)c1 (stereo not given)
 : -2%	-1.5%	-27%[46.1 µM]	16µM*	?	-8%	-3%	1%
[16] CCN(CC)CCn1c(C)nc2c(sc3nc4c(cc32)COC(C)(C)C4)c1=O
 : 1%	-0.3%	-19%	1%	3%	16%	-5%	-13%
[17] CCCCOc1cccc(C2(C(=O)O)CCCC2)c1
 : -1%	1.0%	-4%[46.1 µM]	8%	4%	8%	-5%	-3%
[18] CC(=O)Oc1ccc(OC(C)=O)c(SCCCCCN2CCOCC2)c1
 : -2%	0.9%	?	-5%	-8%	-3%	-4%	-1%
[19] N#CCCn1cc(C(=O)Nc2ccccc2Br)c(-c2cc3ccccc3o2)n1
 : 4%	1.7%	-24%[46.1 µM]	3%	8%	0%	-6%	-1%
[20] CC1=C(C(=O)OCC2CCCO2)C(c2ccc(Cl)cc2)NC(=O)N1 (stereo not given)
 : -3%	-0.1%	10%	1%	1%	9%	-4%	1%
[21] COc1cccc(C(=O)Nc2c3c(nn2-c2ccc(C)cc2C)CS(=O)(=O)C3)c1OC
 : -1%	-1.0%	.	1%	3%	.	3%	.
[22] COc1ccc(NC(=O)CN(C)S(=O)(=O)c2ccc3c(c2)c(=O)n(C)c(=O)n3C)cc1
 : -5%	-1.1%	.	-13%	-6%	.	7%	.
[23] CCOC(=O)c1c[nH]c2nc(C)ccc2c1=O
 : 0%	-4.6%	6%	9%	4%	-6%	3%	-2%
[24] Cn1c(SCc2cccnc2)nc2c(c1=O)SCC2
 : -8%	0.9%	8%	-11%	-2%	-1%	-7%	1%
[25] CCCCOc1ccc(CNC(=O)c2ccc3c(c2)N(C)C(=O)C2CCCCN32)cc1 (stereo not given)
 : -7%	-1.7%	.	?	-23%	.	-2%	.
[26] COc1ccc(-n2ncc3c(N4CCN(c5cccc(C)c5)C(C)C4)ncnc32)cc1 (stereo not given)
 : -5%	0.0%	.	14%	-12%	.	2%	.
[27] COc1cc(/C=C2\COC/C(=C\c3cc(OC)c(OC)c(OC)c3)C2=O)cc(OC)c1OC
 : 1%	2.5%	?	?	0%	-2%	-5%	1%
[28] O=C(Nc1ccc2nsnc2c1)c1ccc2c(c1)OCO2
 : -4%	2.5%	-9%[46.1 µM]	1%	-14%	9%	0%	0%
[29] CCn1cc(Br)c(C(=O)NC(C)c2ccccc2)n1 (stereo not given)
 : 2%	0.0%	-6%[46.1 µM]	6%	1%	0%	3%	8%
[30] CC1=C(C(=O)Nc2ccc(C)cc2C)C(c2ccc(C(C)C)cc2)n2nc(C(F)(F)F)nc2N1 (stereo not given)
 : ?	-0.7%	.	-13%	-23%	.	-4%	.
[31] O=C(O)CCC(=O)Nc1ccc(C(=O)OCC(=O)c2ccc(Cl)cc2Cl)cc1
 : 0%	-1.0%	-11%	-4%	-12%	13%	2%	6%
[32] Cc1cc(C(=O)N/N=C/c2cc(Br)cc(Br)c2OC(=O)c2cccc(F)c2)n[nH]1
 : -1%	4.3%	-50%	-4%	-25%	-7%	-4%	2%
[33] Cc1ccc(NC(=O)CCNC(=O)c2ccco2)cc1
 : 5%	-2.2%	13%	-2%	-6%	-1%	12%	4%
[34] O=C(CSc1nc(=O)[nH]c2c1CCCC2)Nc1cc(C(F)(F)F)ccc1Cl
 : 0%	1.4%	.	-6%	-7%	.	-5%	.
[35] Cc1ccc(NC(=O)Cn2c(=O)n(-c3ccc(C)cc3)c(=O)c3ccc(C(=O)NCc4ccccc4Cl)cc32)cc1
 : -2%	2.3%	.	-18%	-20%	.	2%	.
[36] CCN1/C(=C/c2ccc3cc(C)ccc3[n+]2CC)Sc2cc(C)c(C)cc21
 : 1%	25µM*	?	?	?	-5%	-3%	-4%
[37] O=C(C1CC(c2ccc(F)cc2)=NO1)N1CCN(c2ccccc2)CC1 (stereo not given)
 : -3%	-0.4%	0%[46.1 µM]	6%	-4%	0%	-16%	-1%
[38] O=C(c1cccc(Cl)c1)N1CCN(C2CCCCCC2)CC1
 : 2%	0.9%	-12%[46.1 µM]	1%	0%	8%	-12%	-6%
[39] COc1ccccc1N1CN(CCc2ccccc2)CNC1=S
 : -5%	-0.5%	12%	1%	-4%	8%	-1%	21%
[40] CCN1C2=C(C(=O)CCC2)C(c2ccc(O)cc2)C2=C1CCCC2=O
 : 0%	0.0%	-2%[46.1 µM]	-6%	-2%	1%	-2%	-1%
[41] O=C(Nc1ccccc1Cl)NC1(C(=O)N2CCCCC2)CCCCC1
 : -8%	-2.3%	-21%[46.1 µM]	0%	2%	3%	6%	3%
[42] CCC(=O)Nc1ccccc1-c1nc2ccccc2n(C(C)C(=O)Nc2ccc(OC)cc2)c1=O (stereo not given)
 : -1%	1.2%	.	1%	-15%	.	4%	.
[43] CCOc1ccccc1NC(=O)Cn1c(=O)n(Cc2ccccc2)c(=O)c2c(C)c(C(=O)N(C)C)sc21
 : 2%	-0.5%	.	1%	-8%	.	2%	.
[44] COc1ccccc1OCC(O)Cn1c(=N)n(CCN2CCCCC2)c2ccccc21 (stereo not given)
 : 1%	-0.8%	9%[46.1 µM]	-6%	3%	-2%	-18%	3%
[45] Cc1nc([N+](=O)[O-])cn1CC(=O)Nc1ccc2c(c1)OCO2
 : -1%	-2.5%	9%	4%	-1%	22%	-6%	4%
[46] Cc1cc(N)n2nc(C(F)(F)F)nc2n1
 : -1%	-0.4%	12%	0%	14%	-13%	-5%	-2%
[47] CN(C)S(=O)(=O)N1CCN(C(=O)N2CCCCC2)CC1
 : -4%	-4.8%	-3%[46.1 µM]	-1%	8%	5%	-21%	-17%
[48] COc1ccc(S(=O)(=O)N2CCCCCC2)cc1C(=O)OCC(=O)NCC(C)C
 : -2%	0.0%	-16%[46.1 µM]	4%	-8%	-4%	-3%	6%
[49] CCC(Sc1nc2c(cnn2-c2ccc(Cl)cc2)c(=O)[nH]1)C(=O)OC (stereo not given)
 : -1%	-1.0%	-11%	12%	0%	-1%	6%	3%
[50] Cc1nn(C)c(N)c1-c1ccccc1
 : 1%	4.8%	31%	?	-7%	-2%	1%	-2%
[51] O=C(NC1CC(=O)N(c2ccc(F)cc2)C1)c1ccc(S(=O)(=O)N2CCCCC2)cc1 (stereo not given)
 : 0%	2.1%	.	-13%	-12%	.	-4%	.
[52] COc1ccc(-c2nc(C#N)c(NCc3ccc(C)cc3)o2)cc1OC
 : -7%	0.0%	?	10%	?	3%	5%	1%
